NF-kB expr up – NF-kB expression increase, human neuronal cells | NF-kB reporter expression; active compounds read high | fold change at 12.5 µM | hit rate 1.6% among 190,000; in the data active means fold change above about 3.3
DTT redox prof – compounds producing H2O2 with reducing agent – biochemical, NIH compound library profiling, artefact control for MLSCN library redox annotation, primary screen. activation, % at 10 µM. DTT-dependent redox cycling H2O2, phenol red/HRP absorbance; 100% = 100 µM peroxide control, 0% = buffer. hit rate 0.03% among 200,000;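 active means activation of at least 50% relative to the plate's high and low controls in the primary single-dose screen; inactive means activation below 50%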;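 further: compound incubated with DTT at 0.8 mM final as the reducing agent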
STAT3 inh – inhibitors of IL-6 induced STAT3 signaling. U3A cells, IL-6 STAT3-luciferase reporter, luminescence; host cell line lacks STAT1. hit rate 0.89% among 190,000. inhibition, % at 5.5 µM. AID 862;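 active means inhibition above the mean inhibition across all screened compounds plus 3 SD, cut at about 44% in these data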;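 further: 0% = DMSO only wells and 100% = 100 µM nifuroxazide control wells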
STAT1 activator – activators of IFN-gamma induced STAT1 signaling | hit rate 2.6% among 200,000 | activation (% of control), % at 5.5 µM | NIH 3T3 STAT1-luciferase reporter, luminescence; 100% = IFN-gamma alone, no compound | AID 932;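 active means activation above the screen-wide mean activation plus 3 SD, cut at about 130% in these data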;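 further: raw ratio to IFN-gamma control signal so 100% means no change and 0% no light; values of inactives mirror those of a sister screen read the other way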
APP 5'UTR act – APP 5'UTR luciferase reporter activation; SH-SY5Y APP 5'UTR luciferase reporter, luminescence; zero percent = DMSO vehicle wells; activation, % at 2 µM; hit rate 1% among 190,000;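 active means activation above a set limit, based on mean plus 3 SD of controls, cut at about 140% in these data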; further: values of inactives mirror those of a sister screen read the other way
Efa HMGR inh – inhibitors of class II HMG-CoA reductase from Enterococcus faecalis. purified E. faecalis HMGR, NADPH absorbance 340 nm kinetic. inhibition, % at 10 µM. hit rate 0.41% among 190,000;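 active means inhibition above a set limit, the median over all tested compounds plus 3 SD, cut at about 9.5% in these data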;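 further: enzyme runs in reverse so mevalonate oxidation gives rising NADPH absorbance; 0% = complete reaction with DMSO and 100% = background rate lacking mevalonate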
STAT3 activator – STAT3 signaling activation; U3A cells, IL-6 STAT3-luciferase reporter, luminescence; 100% = signal with IL-6 EC80 alone; activation (% of control), % at 5.6 µM; hit rate 0.91% among 190,000; AID 871;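 active means activation above the screen-wide mean of compound activation plus 3 SD, cut at about 130% in these data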;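 further: 0% = background luminescence of wells with medium and substrate only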
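Material: human STAT1-deficient U3A cells with stable STAT3-luciferase reporter / Probe or stimulus: IL-6 stimulus at 33 ng/mL final / Schedule: 1 h compound pre-exposure, 6 h IL-6 stimulation, 37 °C / Technique: luminescence / Read-out basis: percent of IL-6-only median luminescence / Control set: IL-6-only high control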
STAT1 inh – reduces IFN-gamma driven STAT1 reporter signal. NIH 3T3 STAT1-luciferase reporter, luminescence. inhibition, % at 5.5 µM. hit rate 0.35% among 200,000;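 active means inhibition above a set limit, the mean inhibition across all tested compounds plus 3 SD, cut at about 34% in these data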;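 further: 0% = IFN-gamma with DMSO and 100% = IFN-gamma with 300 µM nifuroxazide; values of inactives mirror those of a sister screen read the other way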
Hsp70 act – transcriptional activators of Hsp70 | HeLa Hsp70 promoter luciferase reporter, luminescence; scaled: vehicle 0, proteasome-inhibitor control 100% | activation, % at 10 µM | hit rate 0.04% among 200,000;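 active means activation above the mean across all tested compounds plus 3 SD, cutoff set per campaign, cut at about 5.5% in these data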;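 further: 100% = MG132 at 30 µM as the positive control and 0% = DMSO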
TLR4 MyD88 comp – TLR4-MyD88 interaction inhibition in cells | inhibition, % at 8.4 µM | O00206+Q99836 | hit rate 0.18% among 200,000 | HeLa CL3-4 TLR4/MyD88 BLA complementation, FRET ratio | AID 861; in the data active means inhibition above about 25%;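 further: 0% = vehicle and 100% = reference inhibitor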
Target sequence (O00206 whole entry, looked up): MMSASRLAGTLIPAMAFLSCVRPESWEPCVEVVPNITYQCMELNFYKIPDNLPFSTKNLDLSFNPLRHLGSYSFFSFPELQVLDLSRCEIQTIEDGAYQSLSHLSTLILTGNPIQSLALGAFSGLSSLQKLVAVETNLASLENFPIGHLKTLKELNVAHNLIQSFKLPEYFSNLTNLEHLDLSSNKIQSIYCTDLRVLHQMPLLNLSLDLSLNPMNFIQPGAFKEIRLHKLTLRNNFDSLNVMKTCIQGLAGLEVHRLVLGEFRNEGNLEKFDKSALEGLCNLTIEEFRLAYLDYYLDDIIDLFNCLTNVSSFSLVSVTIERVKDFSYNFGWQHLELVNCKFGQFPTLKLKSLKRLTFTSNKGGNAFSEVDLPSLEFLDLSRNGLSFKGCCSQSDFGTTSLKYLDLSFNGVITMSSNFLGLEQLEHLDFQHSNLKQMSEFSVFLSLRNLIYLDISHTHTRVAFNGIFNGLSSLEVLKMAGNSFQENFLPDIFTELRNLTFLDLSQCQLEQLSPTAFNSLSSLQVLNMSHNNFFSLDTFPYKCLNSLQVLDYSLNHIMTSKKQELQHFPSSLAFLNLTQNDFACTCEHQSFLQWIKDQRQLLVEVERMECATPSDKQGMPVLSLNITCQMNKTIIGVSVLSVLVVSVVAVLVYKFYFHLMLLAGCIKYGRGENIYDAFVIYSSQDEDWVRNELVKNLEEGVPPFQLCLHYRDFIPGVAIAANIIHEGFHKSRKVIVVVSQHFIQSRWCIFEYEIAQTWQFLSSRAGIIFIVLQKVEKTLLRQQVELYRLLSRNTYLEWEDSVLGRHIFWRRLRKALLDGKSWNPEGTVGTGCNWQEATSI
Target sequence (Q99836 whole entry, looked up): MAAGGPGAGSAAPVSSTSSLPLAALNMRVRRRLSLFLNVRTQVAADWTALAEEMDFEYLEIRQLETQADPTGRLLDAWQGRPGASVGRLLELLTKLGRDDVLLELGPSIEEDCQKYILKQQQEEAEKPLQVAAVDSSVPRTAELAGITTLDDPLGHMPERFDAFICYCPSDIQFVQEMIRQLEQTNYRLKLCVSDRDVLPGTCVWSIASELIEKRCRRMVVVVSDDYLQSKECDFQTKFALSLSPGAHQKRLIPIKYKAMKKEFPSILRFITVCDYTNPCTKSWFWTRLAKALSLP
* marks the source's active call; other numbers are inactive results; x = not tested or not shown.

Results follow in this order: NF-kB expr up	DTT redox prof	STAT3 inh	STAT1 activator	APP 5'UTR act	Efa HMGR inh	STAT3 activator	STAT1 inh	Hsp70 act	TLR4 MyD88 comp
C/C=C/c1ccc(OCCCCN2CCN(CC)CC2)c(OC)c1
  1.1	-0.9	4	97	-4	-12	100	2	-0.2	-3
O=C(CCC1CCCN(C(=O)COc2ccccc2)C1)N1CCN(c2ccccn2)CC1 (stereo not drawn)
  0.87	-0.5	10	90	-12	-4	96	9	-0.3	-6
Cc1nc2ccc(S(=O)(=O)NCC(=O)N3CCC(N4CCCCC4)CC3)cc2s1
  1.2	-0.7	3	98	13	-1	100	2	-0.1	2
Cc1cc(S(=O)(=O)NC(C)C)ccc1OCC(=O)NCc1ccccc1
  1.2	-0.8	4	99	-7	-1	99	-1	-0.3	10
CC(NC(=O)C(=O)N/N=C/c1ccc(Cl)cc1)c1ccccc1 (stereo not drawn)
  x	-0.6	13	93	6	-2	93	6	-0.4	6
CCNC(=O)C1(c2ccccc2)CCCC1
  1.2	0.1	4	96	-10	2	97	-1	-0.4	8
O=C(CSc1nccc(=O)[nH]1)NN(c1ccccc1)c1ccccc1
  1	-0.3	9	100	-11	1	97	-2	-0.4	-18
CC(C)(C)n1ncc(Oc2ccccc2[N+](=O)[O-])c(Cl)c1=O
  0.98	-0.5	11	83	8	-3	93	20	-0.2	-11
Cc1[nH]nc(S(=O)CC(=O)O)c1[N+](=O)[O-] (stereo not drawn)
  0.96	-0.2	14	85	14	1	90	14	-0.2	17
CCOC(=O)C(CC)/C(C)=N\NC(=O)CCC(=O)Nc1ccc(Cl)cc1Cl (stereo not drawn)
  1.3	-0.1	6	97	14	-2	102	4	-0.1	4
COc1ccc(N2CCN(C(=O)Cc3coc4cc(C)ccc34)CC2)cc1
  0.91	-0.1	-2	93	-16	0	103	6	0.1	16
CCOc1cc(CO)cc(Br)c1OCC(=O)O
  x	0.3	0	101	-10	x	103	-1	-0.4	3
CCOc1ccc2nc(SCC)[nH]c2c1
  2	-0.2	2	106	16	0	99	-7	0.3	0
CC(=O)Nc1cc(-c2ccccc2)nn1Cc1ccc(Cl)cc1
  1.1	-11	-11	104	7	0	117	-5	-0.2	-1
O=S(=O)(NC1c2cccc3cccc(c23)C1Sc1ncccn1)c1ccc(Cl)cc1 (stereo not drawn)
  0.45	0.3	-9	95	-8	-1	105	5	-0.5	-5
O=c1c(Cc2c(F)cccc2Cl)c(O)ccn1Cc1ccc2c(c1)OCO2
  1.1	-0.2	19	100	2	-6	92	-1	-0.1	-7
O=C(NCc1ccco1)C(c1ccc(F)cc1)N(CC1CCCO1)C(=O)Cn1nnc2ccccc21 (stereo not drawn)
  1.4	0.0	-7	100	-8	-6	111	0	-0.2	-3
Cc1ccc(NC(=O)CN(C)C(=O)CN2C(=O)NC(C)(c3ccccc3)C2=O)cc1 (stereo not drawn)
  1.1	2.9	0	102	4	0	105	-2	-0.4	-4
COC(=O)c1ccc(CSc2nnc3sc4ccccc4n23)o1
  1.2	0.2	-1	99	1	-3	104	0	0.0	10
N[C@@]12CCc3nonc3[C@]1(O)CC(c1ccccc1)=[N+]2[O-]
  1.4	0.1	6	98	-4	2	103	3	-0.2	10

In the list so far, 2 have a COOH group:
Results follow in this order: NF-kB expr up	DTT redox prof	STAT3 inh	STAT1 activator	APP 5'UTR act	Efa HMGR inh	STAT3 activator	STAT1 inh	Hsp70 act	TLR4 MyD88 comp
Cc1[nH]nc(S(=O)CC(=O)O)c1[N+](=O)[O-] (stereo not drawn)
  0.96	-0.2	14	85	14	1	90	14	-0.2	17
CCOc1cc(CO)cc(Br)c1OCC(=O)O
  x	0.3	0	101	-10	x	103	-1	-0.4	3

Next entries
Results follow in this order: NF-kB expr up	DTT redox prof	STAT3 inh	STAT1 activator	APP 5'UTR act	Efa HMGR inh	STAT3 activator	STAT1 inh	Hsp70 act	TLR4 MyD88 comp
CCn1cc(CCC(=O)O)c(C)n1
  1.3	-0.4	5	98	-9	1	100	4	0.0	1
Cc1cccc(NC(=O)CSc2nc3c([nH]c4ccccc43)c(=O)n2C)c1
  0.8	0.6	-40	82	-10	-3	146*	19	-0.1	-5
Nc1nnc(-c2ccc(F)cc2)s1
  1.2	0.3	17	103	7	-3	92	-4	-0.5	-5
COc1ccc(Cl)cc1C(=O)NC(=S)Nc1cc(-c2nc3ccccc3[nH]2)ccc1C
  1.2	2.6	10	102	9	x	97	-3	-0.2	-11
CN(C)CCCN(C(=O)/C=C/c1cccs1)c1nc2ccc(F)cc2s1
  2.9	-0.4	24	93	31	-4	88	7	-0.1	-5
Cn1cc(C(=O)NCC2COc3ccccc3O2)c(=O)c2cc(S(=O)(=O)N3CCCCC3)ccc21 (stereo not drawn)
  0.53	-1.4	-3	95	10	5	103	6	0.2	7
Cc1ccc2ncc(NC(=O)c3ccc(F)cc3)c(=O)n2c1
  1.2	-0.2	22	96	1	-2	81	-3	0.3	-7
Cc1ccc(-c2nc(C)sc2CC(=O)OCC(=O)Nc2c(F)cccc2F)cc1
  1.1	-0.5	-2	101	-3	-2	99	1	-0.3	-2
COc1cccc(/C=N/NC(=O)c2cccc([N+](=O)[O-])c2)c1OS(=O)(=O)c1ccccc1
  0.54	-4.1	1	91	0	6	105	10	-0.3	-5
O=[N+]([O-])c1ccc(N/N=C/c2sc(N3CCOCC3)nc2-c2ccccc2)c(S(=O)(=O)Nc2ccccc2Cl)c1
  x	-0.9	10	99	1	-2	97	2	-0.2	-3
Oc1ccccc1-c1cc(-c2cccc(F)c2)n[nH]1
  9.9*	2.0	-51	109	202*	-11	145*	-10	-0.2	8
O=C1N(O)C2(C=CCCC2)/C(=N\O)C12CCCCC2 (stereo not drawn)
  1.3	0.3	9	98	11	6	99	2	-0.4	-3
CN(C)C(=O)Nc1cnc2ccccc2c1
  1.3	-0.6	2	111	1	-2	99	-12	0.2	5
C=CCNC(=O)NC(=O)COC(=O)c1cccnc1SC
  1.1	0.0	1	100	1	0	104	0	-0.2	4
O=C(COc1ccc(F)cc1Br)N1CCN(S(=O)(=O)/C=C/c2ccccc2)CC1
  0.88	-1.2	-3	100	-3	-11	106	-2	-0.2	1
CCN(CC(=O)Nc1cccc(Br)c1)Cc1nc2ccccc2c(=O)[nH]1
  0.85	-1.5	2	102	-25	0	103	-2	0.1	-6
CCN(CC)S(=O)(=O)c1ccc(C(=O)Nc2ccc3c(c2)OCCO3)cc1
  1.3	0.5	9	102	25	1	98	-4	0.0	-1
Cc1cccc(-n2ncc3c(NCc4ccccn4)ncnc32)c1
  1.7	1.3	16	113	41	0	88	-17	0.2	-7
COc1cc([N+](=O)[O-])ccc1NC(=O)Cc1ccccc1
  1.1	-1.1	23	97	-1	-3	87	3	-0.2	-14
O=c1c2ccccc2c(-c2ccc(F)cc2)nn1-c1ccc(C(F)(F)F)cc1
  1.2	0.8	-3	101	-2	0	113	-1	-0.1	3
CCOc1ccc(-c2c(C#N)c(N)nc3c2c(=O)n(C)c(=O)n3C)cc1OC
  1	1.0	-2	104	11	-5	105	-4	-0.3	-2
COc1ccc(NC(=O)c2ccccc2Sc2ccc(NC(C)=O)nc2)cc1
  1.4	-1.3	4	99	7	-9	97	2	-0.5	-7
COC(=O)NNC(=S)Nc1cc(OC)ccc1OC
  1.1	-0.1	3	102	1	-2	97	-6	-0.2	-7
COCCCNC(=O)C1CCN(C(=O)Nc2ccc(Cl)cc2)CC1
  1.1	0.3	-2	103	-10	3	105	-3	-0.4	3
CCOC(=O)c1cc2c(=O)n3ccccc3nc2n(C(C)C)c1=NC(=O)c1ccco1
  1.1	0.6	-4	101	20	1	110	-3	-0.2	8
Cc1cccc(C(=O)NC2CCCc3ccccc32)c1 (stereo not drawn)
  0.92	0.2	1	96	-17	-2	104	3	-0.2	-12
Cn1ccnc1SCCNC(=O)CCc1nnc(CCc2ccccc2)o1
  1.2	-0.7	-3	100	8	-6	107	-1	-0.2	4
CCc1nc2c(oc3ccccc32)c(=O)[nH]1
  1.4	2.0	-4	108	9	-1	107	-9	-0.2	7
Cc1csc(Sc2ccc(C(=O)OCC(=O)Nc3ccc(OC(F)(F)F)cc3)cc2[N+](=O)[O-])n1
  1.3	0.2	-4	91	14	-3	104	10	-0.3	-15
Cn1nc(-c2ccccc2)c(C#N)c1Sc1cccc(Cl)c1
  1.2	2.3	21	87	3	-2	84	14	-0.5	1

5 compounds already listed, arranged by length of the SMILES, ascending:
Results follow in this order: NF-kB expr up	DTT redox prof	STAT3 inh	STAT1 activator	APP 5'UTR act	Efa HMGR inh	STAT3 activator	STAT1 inh	Hsp70 act	TLR4 MyD88 comp
Cc1cccc(C(=O)NC2CCCc3ccccc32)c1 (stereo not drawn)
  0.92	0.2	1	96	-17	-2	104	3	-0.2	-12
Cn1nc(-c2ccccc2)c(C#N)c1Sc1cccc(Cl)c1
  1.2	2.3	21	87	3	-2	84	14	-0.5	1
COCCCNC(=O)C1CCN(C(=O)Nc2ccc(Cl)cc2)CC1
  1.1	0.3	-2	103	-10	3	105	-3	-0.4	3
COc1ccc(NC(=O)c2ccccc2Sc2ccc(NC(C)=O)nc2)cc1
  1.4	-1.3	4	99	7	-9	97	2	-0.5	-7
CCOC(=O)c1cc2c(=O)n3ccccc3nc2n(C(C)C)c1=NC(=O)c1ccco1
  1.1	0.6	-4	101	20	1	110	-3	-0.2	8
